# CRFBP-R2 block = blocks CRF-induced signaling of the CRF-BP/CRF-R2 complex | AID 588475 | inhibition, % at 11.8 µM | HEK293 CRF-R2/CRF-BP, CRF-induced calcium fluorescence | 350,000 compounds, 0.59% hits;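 active = inhibition of the ligand-induced calcium signal above about 50% at the single tested concentration, limit read from the data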
# GalR3 antagonist = human GalR3 antagonism. O60755. HEK293 GalR3-CNG cAMP membrane potential fluorescence; galR3 body fused to GalR1 C-terminus. inhibition, % at 3 µM. 360,000 compounds, 0.44% hits. AID 651719;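 active = inhibition above the screen-wide average plus 3 SD, cut at about 13% in these data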;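 also: forskolin and galanin both at EC90 stimulate the cells; cAMP rise reported by CNG channel membrane potential dye signal; 0% = forskolin plus galanin with DMSO and 100% = forskolin alone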
# Target sequence (O60755 1-299 limits assumed): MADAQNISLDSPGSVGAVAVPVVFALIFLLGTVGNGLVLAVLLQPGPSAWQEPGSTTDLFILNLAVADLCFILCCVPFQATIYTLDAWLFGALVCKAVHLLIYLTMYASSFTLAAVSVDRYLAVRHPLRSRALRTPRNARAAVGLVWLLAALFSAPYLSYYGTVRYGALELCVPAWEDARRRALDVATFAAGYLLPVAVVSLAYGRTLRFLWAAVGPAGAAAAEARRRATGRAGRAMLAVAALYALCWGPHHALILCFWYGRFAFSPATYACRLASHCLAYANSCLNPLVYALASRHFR
# IDE cell inh = inhibits human insulin-degrading enzyme in HEK cells; inhibition, % at 5.59 µM; FAbetaB cleavage, fluorescence polarization; P14735; 320,000 compounds, 0.41% hits;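 active = percent inhibition above the average of all tested compounds plus 3 SD, set per screening campaign, cut at about 16% in these data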;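 also: IDE supplied by intact live HEK cells; FP after avidin binding of uncleaved biotin substrate so inhibition keeps polarization high; 0% = DMSO wells and 100% = 60 µM reference IDE inhibitor Ii1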
# NS3 helicase inh = HCV NS3 helicase inhibition; 290,000 compounds, 0.56% hits; inhibition, % at 10.9 µM; AID 1800; NS3 helicase DNA unwinding, Cy5 molecular beacon fluorescence;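 active = inhibition above the mean of all tested compounds plus 3 SD, set per campaign, cut at about 35% in these data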;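 also: 0% = DMSO wells and 100% = thioflavine S control wells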
#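 Test system: hepatitis C virus NS3 helicase domain fragment enzyme. Also added: annealed dual-labelled DNA beacon duplex, ATP-started. Timing: 60 min unwinding reaction at 25 °C after ATP addition. Technique: Cy5 fluorescence. Measure: % inhibition of unwinding.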
# UBC9 SUMO inh = SUMOylation inhibition; P63279; HTRF SUMOylation assay, SAE1/SAE2 + UBC9, in vitro; inhibition, % at 35 µM; 290,000 compounds, 0.36% hits; AID 2006; in the data active = inhibition above about 50%, passing the limit was not always enough; also: strong numbers were not always called active
# Target sequence (P63279 whole entry, looked up): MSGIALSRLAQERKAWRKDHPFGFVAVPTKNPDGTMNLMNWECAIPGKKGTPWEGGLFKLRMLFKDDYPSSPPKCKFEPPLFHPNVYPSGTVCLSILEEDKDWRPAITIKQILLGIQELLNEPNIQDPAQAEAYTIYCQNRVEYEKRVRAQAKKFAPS
# VIM-2 inh = blocks Pseudomonas aeruginosa VIM-2 metallo-beta-lactamase; inhibition, % at 5.6 µM; AID 1527; purified VIM-2, nitrocefin hydrolysis, epi-absorbance fluorescence; 290,000 compounds, 0.89% hits;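 active = inhibition above the mean of all tested compounds plus 3 SD, cutoff set per screening run, cut at about 7.5% in these data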;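 also: red hydrolysis product quenches plate fluorescence so inhibitors raise well fluorescence; 0% = enzyme with DMSO and 100% = DMSO without enzyme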
# IMP-1 inh = inhibitors of Pseudomonas aeruginosa IMP-1 metallo-beta-lactamase; purified IMP-1, nitrocefin hydrolysis, epi-absorbance fluorescence; AID 1556; 290,000 compounds, 0.45% hits; inhibition, % at 5.6 µM;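 active = inhibition above the mean plus 3 SD of all compounds in the same screening run, cut at about 4.5% in these data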;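 also: 0% = IMP-1 with DMSO and 100% = DMSO wells lacking enzyme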
#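 System: purified IMP-1; amount: IMP-1 0.2 nM before substrate addition; compound: single dose, 5.6 µM; times: 25 °C, 15 min preincubation, 25 min reaction; signal: Epi-absorbance via hydrolysed-nitrocefin quenching of white-plate fluorescence, 480/530 nm, EDTA stop; benchmarks: DMSO with and without IMP-1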
# IDE cell activ = boosts human insulin-degrading enzyme activity in HEK cells; AID 493087; P14735; activation, % at 5.96 µM; FAbeta-B cleavage, fluorescence polarization; 0% vehicle, 100% cell-free pure enzyme wells; 340,000 compounds, 0.073% hits;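 active = activation above the mean of all tested compounds plus 3 SD, set per screening campaign, cut at about 17% in these data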
# p-CIP stab down = compounds decreasing mouse p/CIP protein stability; decrease of EGFP signal, % at 10 µM; 290,000 compounds, 0.01% hits; Q05BA5; F442A p/CIP-EGFP cells, EGFP fluorescence, 16 h;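 active = EGFP signal decrease of at least 30% at 10 µM or well 3 SD below plate mean, unless failing retest; inactive = the rest, including hits failing retest or dose response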; also: some compounds called inactive have numbers as strong as hits; many of its hits are not listed in these tables
# An asterisk follows results filed as active; . = not tested or not shown.
SMILES,CRFBP-R2 block,GalR3 antagonist,IDE cell inh,NS3 helicase inh,UBC9 SUMO inh,VIM-2 inh,IMP-1 inh,IDE cell activ,p-CIP stab down
Cc1ccc(NC(=O)c2cc(-c3ccccc3O)n[nH]2)cc1Cl,-1,-10,.,-4,27,-3.3,-3.6,0,-16
CCn1c(COC(=O)CNC(=O)c2cc(OC)c(OC)c(OC)c2)nc2cc(S(=O)(=O)N(C)C)ccc21,10,-4,-7,.,.,.,.,-4,.
C[C@H]1CN([C@@H](C)CO)C(=O)c2cccc(NS(=O)(=O)c3ccc(F)cc3)c2O[C@H]1CN(C)S(=O)(=O)c1cn(C)cn1,1,-1,3,.,.,.,.,5,.
Nc1cc(=O)[nH]c(SCC(=O)NNC(=O)c2ccccc2)n1,3,-2,-5,.,.,.,.,4,.
CCCCN1CNC(=S)N(c2ccccc2OCC)C1,11,-3,-1,-2,-6,2.6,-0.5,0,17
COc1ccc(CNC(=O)CN(c2cccc([N+](=O)[O-])c2)S(C)(=O)=O)cc1,-11,2,-3,10,0,-3.3,-1.2,-3,12
COc1cccc(N2C(N)=NC(N)=NC2(C)C)c1,8,-2,4,-1,-15,-3.3,-0.4,3,-1
O=C(NCCc1c[nH]c2ccccc12)c1ccccc1,-7,-6,6,-2,-3,-1.3,-4.3,5,-13
COC(=O)C1=C(C)NC(=O)C1(NC(=O)CN1CCCC1=O)C(F)(F)F (stereo not drawn),-1,0,-4,4,-18,0.9,-2.0,1,7
COc1cccc(CNC(=O)CSc2nnc3c(n2)[nH]c2ccc(OC)cc23)c1,14,-6,-5,0,17,-2.1,-1.9,5,-11
O=C(Cn1c(NCCCO)nc2ccccc21)c1ccco1,-2,-1,-1,-4,1,-3.8,-0.4,2,-1
Cc1ccc(-n2ncc3c2CC(C)(C)CC3NC(=O)CCc2ccc(=O)[nH]n2)cc1 (stereo not drawn),-16,1,2,-4,0,-1.9,-3.7,5,-3
CCCNC(=O)N1CCCC(C(N)=O)C1 (stereo not drawn),4,-5,1,0,16,-2.4,-3.2,5,-8
O=C(O)CNC(=O)c1ccccc1Br,23,-4,-1,-4,-8,-3.5,-2.8,-3,-3
O=C(CN1C(=O)NC2(CCc3ccccc3C2)C1=O)NCC(F)(F)F (stereo not drawn),-16,-7,5,-4,8,-3.4,-4.7,7,-13
COCCn1c(-c2ccc(F)cc2)nc2cccnc21,2,-10,0,-9,12,-2.2,-4.3,6,-9
CC1=C(C(=O)Nc2cc(-c3cccc(F)c3)[nH]n2)C2(CCCCC2)OC1=O,-5,-2,3,-16,-3,-1.1,-3.0,-4,4
CN(C)C(CNC(=O)c1cc(S(=O)(=O)N2CCOCC2)ccc1F)c1cccs1 (stereo not drawn),9,-1,2,.,.,.,.,0,.
N#C/C(=C/c1ccccc1)C(=O)OCC(=O)Nc1ccccc1[N+](=O)[O-],-4,-4,1,.,.,.,.,0,.
COc1ccc(N(C(=O)COc2ccccc2OC)S(=O)(=O)c2ccc(C)cc2)cc1,1,-4,0,-5,-29,2.0,-2.3,0,-3
CNC[C@H](NC[C@@H](NCCCc1ccccc1)c1ccccc1)[C@H](C)O,-10,-3,1,-9,3,-2.7,-0.6,4,-3
O=C(CC(=O)c1ccccc1)Nc1ccc(Cl)cc1,-22,-9,-2,-7,15,-0.5,-2.7,1,-8
COc1ccccc1N1CCN(C(=O)c2ccc(CSc3ccccc3)cc2)CC1,8,-4,-2,-11,-27,-1.5,-4.7,-1,-6
Cc1cccc(C)c1N1C(=O)CC(N2CCSCC2)C1=O (stereo not drawn),-4,-4,1,0,30,-3.5,-0.8,0,0
CC(=O)N1CCN(C(=O)COc2ccccc2C(=O)Nc2ccccc2)CC1,29,-4,1,0,10,-3.2,-2.1,1,2
COc1ccc(-n2c(C)cc(C)c(C(C)=O)c2=S)cc1,-5,-2,9,2,9,-2.7,-1.1,5,-4
COC(=O)[C@H](Cc1ccc(O)cc1)NC(=O)Cn1cnc2c(SC)nc(N)nc21,7,-6,2,.,.,.,.,2,.
CCOC(=O)N1CCN(C(=O)CCCn2nc(C)c3sc4ccccc4c3c2=O)CC1,12,-4,2,7,20,2.4,-3.3,1,-6
O=C(NC12CC3CC(CC(C3)C1)C2)c1ccc([N+](=O)[O-])o1,-7,-9,-4,-1,8,-1.6,1.1,4,-5
Cc1ccc(C(=O)OCC(=O)Nc2ccc(Cl)cn2)s1,7,-5,1,.,.,.,.,1,.
CCOC(=O)c1cc(-c2ccccc2C)nn1CC1CC(c2ccc(OC)cc2)=NO1 (stereo not drawn),6,-2,-4,.,.,.,.,-2,.
CC(C)N1C(=O)/C(=C\c2nc3ccccc3c(=O)[nH]2)c2ccccc21,-16,2,0,0,40,3.9,-2.5,2,4
CC(=O)N(CCCN(C)C)CCC(C)CCC=C(C)C (stereo not drawn),-18,-2,0,7,13,-0.6,-2.4,2,-4
COCCNC(=O)C(=O)N/N=C/c1cccs1,11,-5,2,3,6,-1.5,-1.0,4,-3
NC(=O)c1ccc(NC(=O)COC(=O)CCC2CCCCC2)cc1,3,0,-1,.,.,.,.,1,.
Cc1cc2oc(C(=O)Nc3cccnc3)c(C)c2cc1C,-17,2,-2,-1,1,-4.7,2.5,3,-4
Cc1ccccc1NC(=S)NCc1ccc2[nH]c3c(c2c1)CCCC3,-4,3,7,-15,20,-1.0,-2.5,3,-14
CC(Sc1nc(-c2ccccc2)cc(C(F)(F)F)n1)C(=O)Nc1ccc2c(c1)OCO2 (stereo not drawn),-13,-5,8,-6,9,-3.0,-1.8,4,-7
CCc1n[nH]c(=S)n1/N=C/c1cc(OC)cc([N+](=O)[O-])c1O,25,-4,0,-3,0,-0.8,4.6*,5,5
O=C(Nn1c(-c2ccccc2)nc2ccccc2c1=O)c1ccc([N+](=O)[O-])cc1,19,-1,-1,0,22,-0.8,2.0,2,-7
O=C(N/N=C/c1ccncc1)c1ccccn1,20,6,4,-4,-2,-0.9,-2.7,-2,-4
Cc1ccc(OC(=O)c2ccncc2)c(C)c1,10,-3,7,-5,-1,1.8,-3.5,6,2
Cc1cc(-c2nnc(SCC(=O)Nc3ccc(Cl)cn3)n2N)n[nH]1,-21,2,4,17,1,0.8,-1.6,4,6
COc1ccc(N2CC(C(=O)NCc3ccccc3)CC2=O)cc1 (stereo not drawn),2,-3,1,10,21,-1.8,-3.3,-3,-2
Cc1noc(C)c1CN1C(=O)c2ccc([N+](=O)[O-])cc2C1=O,9,-8,1,0,-3,-4.0,-2.8,1,8

# Some of the entries above, reformatted.
SMILES	CRFBP-R2 block	GalR3 antagonist	IDE cell inh	NS3 helicase inh	UBC9 SUMO inh	VIM-2 inh	IMP-1 inh	IDE cell activ	p-CIP stab down
C[C@H]1CN([C@@H](C)CO)C(=O)c2cccc(NS(=O)(=O)c3ccc(F)cc3)c2O[C@H]1CN(C)S(=O)(=O)c1cn(C)cn1	1	-1	3	.	.	.	.	5	.
CCOC(=O)N1CCN(C(=O)CCCn2nc(C)c3sc4ccccc4c3c2=O)CC1	12	-4	2	7	20	2.4	-3.3	1	-6

# Other results
SMILES,CRFBP-R2 block,GalR3 antagonist,IDE cell inh,NS3 helicase inh,UBC9 SUMO inh,VIM-2 inh,IMP-1 inh,IDE cell activ,p-CIP stab down
COC(=O)C(C)(C)NC(=O)c1cccs1,21,-3,0,4,19,-3.5,-3.0,1,7
CCC(=O)NCCc1nc2cc(NC(=O)c3ccccc3Cl)ccc2n1C,11,-8,.,10,8,-2.9,-1.4,2,6
COc1ccc(C(=O)NNC(=O)Nc2ccc(Cl)cc2)cc1,1,-6,1,2,8,0.5,0.8,3,-7
CCCNC(=O)N(C)c1nncnc1C(=O)NC,-5,-5,1,3,37,-1.2,-3.7,2,7
CCSCc1nnc(SCC(=O)c2ccc(OC)cc2)n1C,28,0,-2,2,-7,-1.6,-2.5,0,3
COc1cccc(NC(=O)NC(C)C2CC3CCC2C3)c1 (stereo not drawn),1,-5,0,8,2,-2.8,-2.2,3,-4
Cc1cc(C)c(NS(=O)(=O)c2cccc3cccnc23)c(C)c1,6,-3,0,4,7,0.1,-3.7,-2,-6
O=C(COC(=O)Cc1ccc(S(=O)(=O)N2CCOCC2)s1)Nc1ccc(OC(F)F)cc1,6,-3,-1,.,.,.,.,0,.
CN1CCN(C(=S)Nc2cccc(S(=O)(=O)N(C)C)c2)CC1,-4,-6,0,5,14,-2.6,-3.8,1,0
Cc1cc(Cl)c(Cl)cc1S(=O)(=O)NCCCn1ccnc1,-12,-10,2,-14,-14,-1.4,-2.5,5,6

# Eleven structures out of the list, arranged by SMILES length, lowest first.
SMILES,CRFBP-R2 block,GalR3 antagonist,IDE cell inh,NS3 helicase inh,UBC9 SUMO inh,VIM-2 inh,IMP-1 inh,IDE cell activ,p-CIP stab down
O=C(N/N=C/c1ccncc1)c1ccccn1,20,6,4,-4,-2,-0.9,-2.7,-2,-4
CCCNC(=O)N(C)c1nncnc1C(=O)NC,-5,-5,1,3,37,-1.2,-3.7,2,7
CCSCc1nnc(SCC(=O)c2ccc(OC)cc2)n1C,28,0,-2,2,-7,-1.6,-2.5,0,3
COc1cccc(NC(=O)NC(C)C2CC3CCC2C3)c1 (stereo not drawn),1,-5,0,8,2,-2.8,-2.2,3,-4
Cc1cc(Cl)c(Cl)cc1S(=O)(=O)NCCCn1ccnc1,-12,-10,2,-14,-14,-1.4,-2.5,5,6
COc1ccc(N2CC(C(=O)NCc3ccccc3)CC2=O)cc1 (stereo not drawn),2,-3,1,10,21,-1.8,-3.3,-3,-2
CN1CCN(C(=S)Nc2cccc(S(=O)(=O)N(C)C)c2)CC1,-4,-6,0,5,14,-2.6,-3.8,1,0
CCC(=O)NCCc1nc2cc(NC(=O)c3ccccc3Cl)ccc2n1C,11,-8,.,10,8,-2.9,-1.4,2,6
Cc1cc(-c2nnc(SCC(=O)Nc3ccc(Cl)cn3)n2N)n[nH]1,-21,2,4,17,1,0.8,-1.6,4,6
Cc1noc(C)c1CN1C(=O)c2ccc([N+](=O)[O-])cc2C1=O,9,-8,1,0,-3,-4.0,-2.8,1,8
O=C(COC(=O)Cc1ccc(S(=O)(=O)N2CCOCC2)s1)Nc1ccc(OC(F)F)cc1,6,-3,-1,.,.,.,.,0,.

# Source: PubChem (several laboratories)
